CRFR2-BP antag: antagonists of CRF-BP/CRF-R2 complex, primary screen, cell-based, HEK293, calcium dye fluorescence, uHTS; CRF-induced calcium fluorescence; inhibition, % at 11.8 µM; actives 0.59% (n = 350,000);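 active means inhibition of the ligand-induced calcium signal above about 50% at the single tested concentration, limit read from the data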
NS3 helicase inh: inhibitors of HCV NS3 helicase, primary screen, biochemical, Cy5 molecular beacon fluorescence | Hepatitis C virus NS3 helicase | actives 0.56% (n = 290,000) | inhibition, % at 10.9 µM | AID 1800, 2009 | NS3 helicase DNA unwinding;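 active means inhibition above the mean of all tested compounds plus 3 SD, set per campaign, cut at about 35% in these data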;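 further: 0% = DMSO wells and 100% = thioflavine S control wells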
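System: NS3 helicase fragment of HCV / Schedule: 1 h at 25 °C / Control set: DMSO alone as 0% and 110 µM thioflavine S as 100% / Reagent: Cy5/quencher beacon DNA duplex and ATP to start / Technique: Cy5 fluorescence / Replication: singlicate / Evaluation: % inhibition of end-to-start signal ratio versus controls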
DNA FID counter: compounds displacing fluorescent DNA intercalator, primary screen, artefact control for HCV NS3 helicase inhibitor project, biochemical, FID fluorescence; AID 1845, 2009; actives 0.17% (n = 290,000); DNA fluorescent intercalator displacement; inhibition, % at 7.9 µM; in the data active means inhibition above about 37%;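 further: 0% = vehicle and 100% = reference compound; higher means more ethidium bromide displaced from hairpin DNA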
MEKK3 PB1 HTS: modulators of MEKK3-MEK5 PB1 binding, primary screen, biochemical, wildtype MEKK3, multiplex bead flow cytometry, Alexa488-MEK5; Mitogen-activated protein kinase kinase kinase 3 (Homo sapiens), Q99759; bead-based flow cytometry, Alexa488-MEK5 binding to MEKK3; actives lie on both sides; 0 = blocked by unlabeled MEK5, 100 = vehicle; binding response (% of control), % at 10 µM; actives 1.4% (n = 290,000); AID 1529, 2009;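 active means binding response more than 3 SD above or below the average of its plate-row segment, actives on both sides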;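 further: Alexa488 bead fluorescence after subtracting the streptavidin-only scavenger bead signal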
Target sequence (Q99759 whole entry, looked up): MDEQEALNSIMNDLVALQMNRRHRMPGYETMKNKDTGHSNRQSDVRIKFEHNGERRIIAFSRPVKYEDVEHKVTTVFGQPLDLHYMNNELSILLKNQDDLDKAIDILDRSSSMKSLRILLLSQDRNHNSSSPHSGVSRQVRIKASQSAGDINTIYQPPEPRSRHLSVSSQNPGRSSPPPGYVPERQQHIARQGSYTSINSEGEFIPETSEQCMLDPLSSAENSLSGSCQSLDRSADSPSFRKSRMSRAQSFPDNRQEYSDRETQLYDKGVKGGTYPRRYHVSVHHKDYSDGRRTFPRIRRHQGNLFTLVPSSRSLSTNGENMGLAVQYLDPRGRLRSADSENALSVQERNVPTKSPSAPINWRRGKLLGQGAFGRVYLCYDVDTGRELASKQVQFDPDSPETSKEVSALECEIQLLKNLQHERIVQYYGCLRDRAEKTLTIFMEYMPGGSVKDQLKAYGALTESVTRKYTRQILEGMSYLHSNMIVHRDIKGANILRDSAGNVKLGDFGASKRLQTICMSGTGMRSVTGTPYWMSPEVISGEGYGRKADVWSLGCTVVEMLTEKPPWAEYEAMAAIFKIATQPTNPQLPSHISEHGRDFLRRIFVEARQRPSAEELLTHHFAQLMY
MEKK2 mut-MEK5: MEK5 binding signal on mutant MEKK2 PB1, primary screen, biochemical, multiplex bead flow cytometry, Alexa488-MEK5; Alexa488-MEK5 binding to MEKK2 mutant; percent response, % at 10 µM; actives 0.35% (n = 290,000); AID 1530, 2009; in the data active means percent response above about 24%, passing the limit was not always enough; further: inactives centre near 1; some results filed as inactive read as strong as hits
CRFR2-BP ag: agonists of CRF-BP/CRF-R2 complex, primary screen, cell-based, HEK293, calcium dye fluorescence, uHTS | CRF-binding protein / CRF receptor 2 complex (human) | calcium dye fluorescence (FLIPR); percent of saturating CRF peptide response | activation, % at 13.2 µM | actives 0.46% (n = 350,000);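 active means activation of at least 50%, plus an integration ratio under a set limit after plate pattern correction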;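 further: plate controls were neutral control wells without compound for no effect and CRF at EC100 for full effect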
UBC9 SUMO inh: inhibitors of in vitro SUMOylation cascade, primary screen, biochemical, HTRF, uHTS. HTRF SUMOylation assay, SAE1/SAE2 + UBC9. AID 2006, 2009. inhibition, % at 35 µM. SUMO-conjugating enzyme UBC9 (Homo sapiens), P63279. actives 0.36% (n = 290,000); in the data active means inhibition above about 50%, passing the limit was not always enough; further: strong numbers were not always called active
Target sequence (P63279 whole entry, looked up): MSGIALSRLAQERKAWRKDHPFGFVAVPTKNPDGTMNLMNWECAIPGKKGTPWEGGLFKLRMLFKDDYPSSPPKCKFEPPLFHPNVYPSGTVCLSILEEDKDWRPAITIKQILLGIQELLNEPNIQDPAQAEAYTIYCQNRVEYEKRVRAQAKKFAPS
GalR3 antagonist: GalR3 antagonists in HEK293 cells, primary screen, cell-based, fluorescence readout. Galanin receptor type 3 (Homo sapiens), O60755. HEK293 GalR3-CNG cAMP membrane potential fluorescence; galR3 body fused to GalR1 C-terminus. inhibition, % at 3 µM. actives 0.44% (n = 360,000);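 active means inhibition above the screen-wide average plus 3 SD, cut at about 13% in these data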;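 further: forskolin and galanin both at EC90 stimulate the cells; cAMP rise reported by CNG channel membrane potential dye signal; 0% = forskolin plus galanin with DMSO and 100% = forskolin alone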
Target sequence (O60755 1-299 limits assumed): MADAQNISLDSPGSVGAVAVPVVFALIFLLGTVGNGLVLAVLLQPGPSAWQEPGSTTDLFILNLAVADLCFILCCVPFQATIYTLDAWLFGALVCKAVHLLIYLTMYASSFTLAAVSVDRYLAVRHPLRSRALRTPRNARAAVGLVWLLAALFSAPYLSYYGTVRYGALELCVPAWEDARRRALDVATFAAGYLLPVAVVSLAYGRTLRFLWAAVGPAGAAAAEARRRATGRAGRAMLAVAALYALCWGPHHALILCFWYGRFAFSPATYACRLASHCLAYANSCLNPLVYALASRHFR
MEKK2wt PB1 HTS: modulators of MEK5 binding to wildtype MEKK2, primary screen, biochemical, multiplex bead flow cytometry, Alexa488-MEK5; Alexa488-MEK5 binding to MEKK2 WT; actives lie on both sides; binding response (% of control), % at 10 µM; actives 1.1% (n = 290,000); in the data active means binding response below about 67% or above about 130%
Starred values were filed as active, the others as inactive; x = no result given; & = joins results of further samples.

Start of the listing, in advance, 4 compounds:
SMILES	CRFR2-BP antag	NS3 helicase inh	DNA FID counter	MEKK3 PB1 HTS	MEKK2 mut-MEK5	CRFR2-BP ag	UBC9 SUMO inh	GalR3 antagonist	MEKK2wt PB1 HTS
COc1ccc(/C=C/C(=O)NC(=S)N2C[C@H]3C[C@H](C2)c2cccc(=O)n2C3)cc1OC	6	18	-17	97	-4	-1.7	21	-8	98
O=c1[nH]c(=S)n(C2CC2)c(O)c1C=NCC1CCCO1 (configuration not stated)	6	10	-3	101	2	-1.6	21	1	97
CCOC(=O)C1C(=O)NC2(C)CC1c1cc(OC)ccc1O2 (configuration not stated)	4	4	-1	94	-1	0.1	29	-8	93
O=C(CNC(=O)OCc1ccccc1)Nc1ccc(Br)cc1C(=O)c1ccccc1Cl	11	4	-6	108	18	4.3	-1	-5	98

The list itself (from the top)
SMILES	CRFR2-BP antag	NS3 helicase inh	DNA FID counter	MEKK3 PB1 HTS	MEKK2 mut-MEK5	CRFR2-BP ag	UBC9 SUMO inh	GalR3 antagonist	MEKK2wt PB1 HTS
COc1ccc(/C=C/C(=O)NC(=S)N2C[C@H]3C[C@H](C2)c2cccc(=O)n2C3)cc1OC	6	18	-17	97	-4	-1.7	21	-8	98
O=c1[nH]c(=S)n(C2CC2)c(O)c1C=NCC1CCCO1 (configuration not stated)	6	10	-3	101	2	-1.6	21	1	97
CCOC(=O)C1C(=O)NC2(C)CC1c1cc(OC)ccc1O2 (configuration not stated)	4	4	-1	94	-1	0.1	29	-8	93
O=C(CNC(=O)OCc1ccccc1)Nc1ccc(Br)cc1C(=O)c1ccccc1Cl	11	4	-6	108	18	4.3	-1	-5	98
COC(=O)C1=Nc2ccccc2/C1=C\c1c(O)n(-c2ccc(Br)cc2)c(=O)[nH]c1=O	-20	20	-10	93	-3	3.8	22	-6	83
CC(=O)c1cccc(NC(=O)N2C[C@H]3C[C@@H](C2)c2cccc(=O)n2C3)c1	-2	1	-6	100	3	0.9	7	-3	100
COc1ccc(C[C@@H]2c3cc(O)c(OC)cc3CCN2C)cc1O	-2	4	-1	94	2	-0.3	5	-4	95
CC(C)c1ccc(N2C(=O)NC(=O)/C(=C\C=C\c3ccco3)C2=O)cc1	-143	24	-23	102	3	28	25	-7	102
CCOC(=O)c1ccc(N=C(CC)c2c(O)n(C)c(=O)n(C)c2=O)cc1	3	-20	-4	113	8	-2.5	11	-6	107
CN(C)P(=S)(Nc1ccccc1)C(Cl)(Cl)Cl (configuration not stated)	-36	8	1	93	-1	-6.4	-11	-7	95

Profiles from above:
`O=c1[nH]c(=S)n(C2CC2)c(O)c1C=NCC1CCCO1` (configuration not stated) reads CRFR2-BP antag = 6; NS3 helicase inh = 10; DNA FID counter = -3; MEKK3 PB1 HTS = 101; MEKK2 mut-MEK5 = 2; CRFR2-BP ag = -1.6; UBC9 SUMO inh = 21; GalR3 antagonist = 1; MEKK2wt PB1 HTS = 97
`CCOC(=O)c1ccc(N=C(CC)c2c(O)n(C)c(=O)n(C)c2=O)cc1` reads CRFR2-BP antag = 3; NS3 helicase inh = -20; DNA FID counter = -4; MEKK3 PB1 HTS = 113; MEKK2 mut-MEK5 = 8; CRFR2-BP ag = -2.5; UBC9 SUMO inh = 11; GalR3 antagonist = -6; MEKK2wt PB1 HTS = 107

Next section:
SMILES	CRFR2-BP antag	NS3 helicase inh	DNA FID counter	MEKK3 PB1 HTS	MEKK2 mut-MEK5	CRFR2-BP ag	UBC9 SUMO inh	GalR3 antagonist	MEKK2wt PB1 HTS
C=CCn1c(O)c(C(=O)CCCCCC)c(=O)[nH]c1=O	0	6	-6	100	4	0.6	20	-5	99
CCOC(=O)c1sc(/N=C/c2c(O)n(-c3ccccc3)c(=O)[nH]c2=O)c(C#N)c1C	14	7	-4	104	-1	11	9	-4	100
C[C@H]1C/C=C/[C@H]2[C@H](O)[C@H](C)[C@@](C)(O)[C@H]3[C@H](Cc4ccccc4)NC(=O)[C@]32[C@H](O)/C=C/[C@](C)(O)C1	-12	x	x	99	3	0.0	x	x	102
COc1ccc(CN2CCCC(C(=O)c3cccc(Cl)c3)C2)cc1 (configuration not stated)	0	-4	1	101	6	-1.4	-2	-10	107
Cn1cccc1/C=C1/C(=O)NC(=O)N(Cc2ccccc2)C1=O	-84	18	-23	98	0	2.4	4	4	97
O=c1[nH]cc(COCC(F)(F)C(F)(F)C(F)(F)F)c(=O)[nH]1	11	-2	-3	83	-4	-0.2	2	-2	88
Cc1nc2ccccc2n1C1CCN(Cc2nnnn2CCc2ccccc2)CC1	-2	5	-9	100	-2	-0.2	26	0	89
Cc1cc(OCC(=O)N[C@@H](Cc2ccccc2)C(=O)O)c2c3c(c(=O)oc2c1)CCC3	1	15	-18	99	4	-3.2	28	1	103
CN1CCN(/N=C/c2c(O)n(CCC3=CCCCC3)c(=S)[nH]c2=O)CC1	-4	20	-6	x	x	4.7	0	-7	x
CCC(CO)NC(=O)C1C=C2c3cccc4[nH]cc(c34)CC2N(C)C1 (configuration not stated)	-10	-37	25	61	-20	10	41	x	70

In the list so far, these have bromine.
SMILES	CRFR2-BP antag	NS3 helicase inh	DNA FID counter	MEKK3 PB1 HTS	MEKK2 mut-MEK5	CRFR2-BP ag	UBC9 SUMO inh	GalR3 antagonist	MEKK2wt PB1 HTS
O=C(CNC(=O)OCc1ccccc1)Nc1ccc(Br)cc1C(=O)c1ccccc1Cl	11	4	-6	108	18	4.3	-1	-5	98
COC(=O)C1=Nc2ccccc2/C1=C\c1c(O)n(-c2ccc(Br)cc2)c(=O)[nH]c1=O	-20	20	-10	93	-3	3.8	22	-6	83

(cont.)
SMILES	CRFR2-BP antag	NS3 helicase inh	DNA FID counter	MEKK3 PB1 HTS	MEKK2 mut-MEK5	CRFR2-BP ag	UBC9 SUMO inh	GalR3 antagonist	MEKK2wt PB1 HTS
CCn1c(O)c(C=NCCN2CCOCC2)c(=O)[nH]c1=S	-1	-1	1	102	7	2.3	5	-2	103
O=C(CN1CCCC1)Nc1ccc(Cl)cc1C(=O)c1ccccc1	-8	-2	5	98	-2	-1.5	9	-1	97
Cc1ccc(Cn2ccccc2=N)cc1	0	-11	2	100	-1	0.9	11	-3	100
CC12CCC(=O)C=C1CCC1C2CCC2(C)C(O)CCC12 (configuration not stated)	11	-6	-10	105	4	-0.9	7	-5	110
CCCCn1c(=O)c(C(=O)NCc2ccccc2Cl)c(O)c2ccccc21	-11	-3	-6	98	1	3.5	2	-8	102
CNCC(O)c1ccc(O)cc1 (configuration not stated)	9	1	-2	105&104	-1&4	1.2	11	9	105&107
O=c1[nH]c(=S)n(C2CC2)c(O)c1C=NCCc1ccccc1	-28	3	-4	87	-20	-0.3	50	-1	88
Cc1ccc2c(c1)cc1c(=O)n(CC(=O)N3CCC4(CC3)OCCO4)nc(C)n12	-10	0	-29	96	-1	-0.3	5	-3	97
CN1CCN(c2ccc(S(=O)(=O)C(F)(F)F)cc2[N+](=O)[O-])CC1	7	-4	3	107	25	-2.6	-1	4	108
O=[N+]([O-])c1ccc(C2C3C(c4ccccc4)=NC4(CCCCC4)N32)cc1 (configuration not stated)	0	-5	2	109	6	0.4	11	-7	102
Cc1c(-c2cccc(Cl)c2)nc2ccccc2c1C(=O)N1CCC2(CC1)OCCO2	-5	-9	-53	102	4	-1.2	14	-4	102
CN1C2CCC1CC(=NO)C2	8	3	-2	108	5	0.2	12	0	92
O=c1[nH]c(=O)n(C2CCCCC2)c(O)c1C=Nc1ccc(N2CCOCC2)cc1	1	2	-10	93	0	1.6	20	-2	97
Cc1ccccc1NC1(C#N)CCCCC1	-3	-7	10	89	-3	-0.4	13	-3	91
CCN1CCC(N(C)C2CCCCC2)CC1	4	9	6	101	14	1.2	5	-6	102
CC(C)CCn1c(=O)c(C(=O)NCc2ccc3c(c2)OCO3)c(O)c2ccccc21	-5	-1	-3	105	3	16	-7	-6	103
CC(C(=O)c1ccccc1)N1C(=O)c2ccccc2C1=O (configuration not stated)	0	-11	4	100	-2	-0.9	2	-5	103
O=c1c2ccccc2nc(-c2ccccc2)n1-c1cccnc1	-15	8	-5	106	2	-0.2	-15	-5	102
O=C(Nc1cccc2ccccc12)N1CCC2(CC1)OCCO2	-1	-9	-1	99	-1	1.0	8	0	94
COc1ccccc1N1CCN(Cc2cccc(OC)c2O)CC1	23	-10	0	109	4	-5.0	17	-3	108
ON1C2CCCCC2N(O)C1c1ccccc1F (configuration not stated)	11	0	4	99	8	0.7	31	-3	101
O=c1[nH]c(=O)n(-c2ccccc2F)c(O)c1C=NCCC1=CCCCC1	-55	17	-20	101	-13	-1.0	5	-4	84
CN1c2ccc([N+](=O)[O-])cc2CC2(C(=O)NC(=O)NC2=O)C1c1ccccc1 (configuration not stated)	10	0	4	134*	3	-1.9	7	-2	104
O=c1c(C=Nc2cccnc2Cl)c(O)n(CCCCl)c(=O)n1C1CCCCC1	-53	-3	-16	103	-1	28	17	-5	96
CCOC(=O)C1(CCc2ccccc2)CCN(Cc2cccc3cnccc23)CC1	-13	-20	-6	101	9	5.0	4	-6	118
c1ccc(CN2CCNCC2)nc1	6	2	8	101	12	1.5	13	-11	103
CSc1ccc(C(=O)C(C)(C)N2CCOCC2)cc1	4	-4	-3	81	-3	1.6	5	-2	85
Fc1cccc(CNCCc2c[nH]c3ccccc23)c1	1	0	-1	100	3	2.9	7	-14	112
CN1C2CCC1CC(OC(c1ccccc1)c1ccccc1N)C2 (configuration not stated)	-2	x	x	109	4	-2.5	x	-4	117
COC(=O)c1c(N)n(Cc2ccc(OC)cc2)c2nc3ccccc3nc12	-14	-4	-11	106	7	1.0	31	-1	103
CN(C)CC1CSCCC1(O)c1ccccc1Cl (configuration not stated)	3	5	8	110	11	-0.3	-3	2	108
CCN(CC)C(=O)c1ccc(N(Cc2ccccc2)S(C)(=O)=O)cc1	7	-3	-20	101	-1	-0.6	20	-3	105
COc1ccc(CCNCc2cccn2C)cc1	5	-13	-3	94	-3	3.9	11	-4	103
COC(=O)[C@@]1(Cc2ccc(F)cc2)[C@H]2c3cc(C(=O)N(C)C)[nH]c3C[C@H]2CN1C(=O)c1ccccc1	-7	-2	-19	105	-5	1.9	6	-3	93
CCOP(=O)(OCC)c1cc(CC)ccc1O	93*	2	-2	94	-1	-2.5	4	4	99
COc1ccc(CCn2c(O)c(/C=N/NC(=O)c3ccncc3)c(=O)[nH]c2=O)cc1OC	36	3	-47	116	1	-1.9	25	6	104
CN1CCN(c2ccc(NC(=O)C(C)(C)C)cc2)CC1	0	5	-3	104	6	6.7	11	-3	107

Compounds from the list above that contain a CF3 group:
SMILES	CRFR2-BP antag	NS3 helicase inh	DNA FID counter	MEKK3 PB1 HTS	MEKK2 mut-MEK5	CRFR2-BP ag	UBC9 SUMO inh	GalR3 antagonist	MEKK2wt PB1 HTS
O=c1[nH]cc(COCC(F)(F)C(F)(F)C(F)(F)F)c(=O)[nH]1	11	-2	-3	83	-4	-0.2	2	-2	88
CN1CCN(c2ccc(S(=O)(=O)C(F)(F)F)cc2[N+](=O)[O-])CC1	7	-4	3	107	25	-2.6	-1	4	108

These rows are one share of the data (hit frequency here may not be typical).
